Assay outcomes from PubChem.
BioA inh: BioA (M. tuberculosis) enzyme inhibition; purified M. tuberculosis BioA enzyme, plate reader; inhibition, % at 9.99 µM; 360,000 tested, 0.096% active; AID 602481; in the data active = inhibition above about 40%
SARS 3CLpro inh: SARS-CoV 3CLpro protease inhibition. P0C6X7. inhibition, % at 6 µM. 290,000 tested, 0.14% active. recombinant SARS-CoV 3CLpro, quenched FRET peptide cleavage; in the data active = inhibition above about 12%
SSB-PriA inh: inhibitors of Klebsiella pneumoniae PriA binding to SSB C-terminal tail; 430,000 tested, 0.6% active; inhibition, % at 33 µM; AID 1272365; AlphaScreen SSBct-PriA binding, biotinylated peptide; in the data active = inhibition mostly above about 37%, no sharp cut-off; inactive = mostly below about 20%;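 note: plate controls were negative control peptide for no effect and reference peptide for full effect; strong numbers were not always called active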
GDH-TPI inh: inhibits GDH-TPI coupling enzymes, artifact for Mtb FBA screen. GDH-TPI coupled enzyme counterscreen, NADH absorbance. inhibition, % at 4.8 µM. 360,000 tested, 1.2% active; in the data active = inhibition above about 30%;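 note: 0% = DMSO wells and 100% = wells lacking the enzyme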
FBA Mtb inh: Mtb fructose-bisphosphate aldolase inhibition | P9WQA3 | purified M. tuberculosis FBA, fluorescence read-out | inhibition, % at 1 µM | 360,000 tested, 2.3% active | AID 588726; in the data active = inhibition above about 27%;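 note: 0% = vehicle and 100% = reference inhibitor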
Rv3671c inh: inhibits the M. tuberculosis serine protease Rv3671c. P9WHR9. AID 2606. 320,000 tested, 0.048% active. inhibition, % at 5.96 µM; in the data active = inhibition above about 38%;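 note: extracellular domain of Rv3671c used as enzyme; 0% = enzyme with DMSO and 100% = no enzyme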
Target sequence (P9WHR9 whole entry, looked up, the tested form may be a part): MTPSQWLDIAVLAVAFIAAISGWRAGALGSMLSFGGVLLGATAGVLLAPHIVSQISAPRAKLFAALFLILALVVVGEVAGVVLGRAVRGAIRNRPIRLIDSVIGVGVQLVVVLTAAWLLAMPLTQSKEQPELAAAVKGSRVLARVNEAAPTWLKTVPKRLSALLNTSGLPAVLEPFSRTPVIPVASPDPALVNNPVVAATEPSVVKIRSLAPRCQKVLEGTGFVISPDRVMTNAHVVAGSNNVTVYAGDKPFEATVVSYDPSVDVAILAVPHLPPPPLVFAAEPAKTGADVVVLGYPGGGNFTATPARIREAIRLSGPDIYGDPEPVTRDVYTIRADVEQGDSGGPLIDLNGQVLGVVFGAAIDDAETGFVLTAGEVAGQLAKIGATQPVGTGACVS
Vc quorum ag: inducers of Vibrio cholerae quorum light production without autoinducers. V. cholerae BH1578 lux reporter, luminescence, 6 h. activation, % at 18.7 µM. 350,000 tested, 0.16% active. AID 588436; in the data active = activation mostly above about 9.7%, no sharp cut-off; note: not every result past the cut was called active; inactives centre near 0; reference of the scale not given here
MazEF act: MazEF (E. coli) toxin RNase activation; FAM/BHQ RNA-DNA oligo cleavage fluorescence, 5 h; activation, % at 20 µM; 350,000 tested, 0.32% active; P0AE70; in the data active = activation above about 50%
Target sequence (P0AE70 whole entry, looked up): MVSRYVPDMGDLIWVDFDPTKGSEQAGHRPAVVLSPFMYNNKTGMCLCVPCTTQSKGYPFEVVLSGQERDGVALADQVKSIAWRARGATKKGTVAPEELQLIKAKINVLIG
VHR inh abs: DUSP3 (human) phosphatase inhibition; recombinant VHR phosphatase, pNPP absorbance; inhibition, % at 13.3 µM; 290,000 tested, 0.52% active; AID 1654; in the data active = inhibition above about 50%; note: some compounds called inactive have numbers as strong as hits
UGM FP inh: inhibitors of M. tuberculosis UDP-galactopyranose mutase. P9WIQ1. purified UGM, fluorescence polarization probe displacement. inhibition, % at 10 µM. 320,000 tested, 0.06% active. AID 504406; in the data active = inhibition above about 10%, passing the limit was not always enough
Target sequence (P9WIQ1 whole entry, looked up): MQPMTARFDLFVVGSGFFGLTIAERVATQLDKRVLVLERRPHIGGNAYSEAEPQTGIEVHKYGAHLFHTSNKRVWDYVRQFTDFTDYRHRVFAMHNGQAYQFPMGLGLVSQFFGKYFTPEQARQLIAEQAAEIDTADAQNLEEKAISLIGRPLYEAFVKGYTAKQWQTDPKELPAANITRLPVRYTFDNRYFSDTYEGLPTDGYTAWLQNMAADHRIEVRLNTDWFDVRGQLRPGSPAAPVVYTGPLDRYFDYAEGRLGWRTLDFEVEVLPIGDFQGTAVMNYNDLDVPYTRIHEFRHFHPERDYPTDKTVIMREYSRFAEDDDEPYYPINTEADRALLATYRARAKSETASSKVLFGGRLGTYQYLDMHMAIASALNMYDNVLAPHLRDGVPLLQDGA
Starred values were filed as active, the others as inactive; i = inactive; · = no result given; & = joins results of further samples. This is a subset, so the mix of outcomes need not match the whole.

SMILES	BioA inh	SARS 3CLpro inh	SSB-PriA inh	GDH-TPI inh	FBA Mtb inh	Rv3671c inh	Vc quorum ag	MazEF act	VHR inh abs	UGM FP inh
CCN1CCN(S(=O)(=O)c2ccc(S(=O)(=O)N(CC)Cc3ccccc3)cc2)CC1	-0.6	-5	-5	-7	-5	3	i	4	-13	1.7
Cc1cc(C(=O)N2CCCC(N3CCN(c4ccccc4C)CC3)C2)nc(C)n1 (configuration not stated)	1.0	-11	-5	1	1	-6	-0.4	-2	23	0.7
Cc1ccc(-n2c(C)cc(/C=C3/SC(=O)N(CC(=O)N4CCOCC4)C3=O)c2C)nc1	·	0	-2	·	·	-1	·	3	10	2.6
N=c1c(S(=O)(=O)c2ccc(Cl)cc2)cc2c(=O)n3ccccc3nc2n1Cc1cccnc1	-1.7	2	-1	2	1	0	-0.6	81*	-17	5.1
CNC(=O)c1cc(C(=O)c2ccc(C(F)(F)F)cc2)c[nH]1	-3.0	5	4	6	-1	-6	i	-3	34	2.4
CCSc1nnc(NC(=O)CN2C(=O)C3CC=CCC3C2=O)s1 (configuration not stated)	·	0	-6	10	1	-3	-0.1	7	9	1.1
COC(=O)Nc1ccc2c(c1)N(C(=O)CCCl)c1ccccc1S2	1.0	4	3	-4	0	·	-0.8	1	21	-2.1
S=c1[nH]nc(C2CC2)n1Cc1ccccc1	·	1	0	5	0	2	-0.3	-7	7	0.1
CCCCN(CC)CCCNC(=S)Nc1ccc2nc3n(c(=O)c2c1)CCCCC3	·	7	0	3	1	3	i	11	0	1.6
CC(C)[C@H](NC(=O)c1cc2cc(Cl)ccc2n1C)C(=O)N1CCC(C(=O)O)CC1	-1.6	-1	-7	-6	4	-1	i	-5	10	-0.9
Cc1ccc(S(=O)(=O)N2CCOCC2)cc1NC(=O)CSc1nnc(NC2CC2)s1	0.5	·	-1	-3	0	-2	2.6	6	·	2.4
COc1ccc(NC(=O)CSc2nc(C)cs2)c([N+](=O)[O-])c1	-0.3	·	5	7	-1	17	i	2	·	0.1
COc1ccc(C(=O)Nc2cc3c(cc2N2CCCCC2)n(C)c(=O)n3C)cc1OC	2.6	-4	-5	3	5	-49	-4.6	16	-42	0.1
Cc1ccc2oc(=O)c3cc(C(=O)NCCN4CCN(C)CC4)sc3c2c1	-0.2	-1	-3	20	10	1	i	14	11	-2.9
CC[C@]12c3[nH]c4ccc(Cl)cc4c3CCN1C(=O)[C@@H](CC(=O)NCCN1CCOCC1)C[C@@H]2C(=O)N1CCN(C(=O)C2CC2)CC1	-0.2	·	-9	6	1	·	i	7	·	·

Record cards, as listed above:
`Cc1ccc2oc(=O)c3cc(C(=O)NCCN4CCN(C)CC4)sc3c2c1` reads BioA inh = -0.2; SARS 3CLpro inh = -1; SSB-PriA inh = -3; GDH-TPI inh = 20; FBA Mtb inh = 10; Rv3671c inh = 1; Vc quorum ag = i; MazEF act = 14; VHR inh abs = 11; UGM FP inh = -2.9
`CC(C)[C@H](NC(=O)c1cc2cc(Cl)ccc2n1C)C(=O)N1CCC(C(=O)O)CC1` reads BioA inh = -1.6; SARS 3CLpro inh = -1; SSB-PriA inh = -7; GDH-TPI inh = -6; FBA Mtb inh = 4; Rv3671c inh = -1; Vc quorum ag = i; MazEF act = -5; VHR inh abs = 10; UGM FP inh = -0.9
`CCSc1nnc(NC(=O)CN2C(=O)C3CC=CCC3C2=O)s1` (configuration not stated) reads BioA inh = ·; SARS 3CLpro inh = 0; SSB-PriA inh = -6; GDH-TPI inh = 10; FBA Mtb inh = 1; Rv3671c inh = -3; Vc quorum ag = -0.1; MazEF act = 7; VHR inh abs = 9; UGM FP inh = 1.1

Next structures.
SMILES	BioA inh	SARS 3CLpro inh	SSB-PriA inh	GDH-TPI inh	FBA Mtb inh	Rv3671c inh	Vc quorum ag	MazEF act	VHR inh abs	UGM FP inh
CCCCOc1ccc(C(=O)NCC(=O)NC2CCN(Cc3ccccc3)CC2)cc1	-1.0	-10	3	-11	0	4	-0.2	3	9	0.1
Cc1nc(COC(=O)c2c(C)nn(-c3ccccc3)c2C)cs1	10	-2	3	-9	-1	1	i	-3	-11	0.7
CC1(C)CC[C@]2(C(=O)O[C@@H]3OC(CO)[C@@H](O)[C@H](O)[C@H]3O)CC[C@]3(C)C(=CCC4[C@@]5(C)CC[C@H](O[C@@H]6OC(C(=O)O)[C@@H](O)[C@H](O)[C@H]6O)C(C)(C)C5CC[C@]43C)[C@@H]2C1 (some centres not stated)	1.7	·	5	3	-5	2	-6.2	7	·	-0.3
CC(=O)N1CCc2cc(S(=O)(=O)NCCCN3CCN(Cc4ccccc4)CC3)ccc21	0.0	-1	-3	2	-9	-1	·	5	32	-0.5
O=C(Nc1ccncc1)Nc1ccc(F)cc1	2.8	2	-8	-6	6	·	4.5	3	24	3.5
O=C1NC(=O)N(c2ccc(F)cc2)C(=O)/C1=C/c1ccsc1	-0.8	6	2	0	0	-20	-0.3	5	24	0.3
CC(C)CNc1ncnc2c1ncn2[C@H]1CN(CCN2CCOCC2)C[C@@H](CO)O1	-1.3	·	·	2	1	·	-4.5	·	·	·
CC(C)CN(C(=O)Cn1nnc(-c2ccc(Cl)cc2)n1)C1CCS(=O)(=O)C1 (configuration not stated)	-0.9	·	·	2	-1	·	i	-5	·	·
Cc1ccc(C(=O)NCC(=O)OCc2nc3ccsc3c(=O)[nH]2)cc1C	-1.0	·	·	4	0	·	-0.3	5	·	·
CCn1c(SCC(=O)c2c(N)n(C3CC3)c(=O)[nH]c2=O)nc2cc(S(N)(=O)=O)ccc21	0.1	·	-14	-4	0	-5	i	4	·	-1.6
COc1ccc(S(=O)(=O)Nc2ccc3c(c2)COC3=O)cc1OC	1.9	5	-2	-5	2	-7	-0.7	5	27	-0.9
CN(C)C(=S)NCc1ccccc1	-5.8	-3	-5	1	5	2	i	0	17	0.0
Cc1ccc(-c2nnc(Nc3ccccc3)o2)cc1	-1.0	-3	-23	1	3	-1	i	-6	20	0.6
O=C(CN1C(=O)c2ccccc2S1(=O)=O)NC1CC2CCC1C2 (configuration not stated)	0.4	4	-12	5	0	0	-0.2	2	13	-0.2
CCNc1nc(Oc2ccc(F)cc2)cc(C(F)(F)F)n1	-0.3	-1	-12	-3	2	-5	-0.2	7	9	2.5
O=C(CN(Cc1cccs1)C(=O)c1csnn1)NC1CCCC1	·	0	-16	-7	-3	7	-1.7	5	22	2.1
C=CCn1c(O)c(C(C)=Nc2ccc3c(c2)CCC3)c(=O)[nH]c1=O	·	3	-2	10	-2	9	-0.7	14	-26	-0.4
COC(=O)c1c(Cl)c2n3ccccc3c(C)c(-c3ccccc3)c-2c1C(=O)OC	-4.8	-9	-4	16	1	0	-0.2	-53	6	·
Cn1c(Cn2cnc([N+](=O)[O-])n2)nnc1SCC(=O)Nc1ccc(Br)cc1	2.8	2	8	-10	1	-16	i	-3	20	1.4
CCOc1ccc(NC(=O)C(=O)NCC2CCCN2CC)cc1 (configuration not stated)	-1.1	-8	-18	6	2	1	-1.8	-1	5	-1.9
C=CCN1C(=O)C(=Cc2ccc3c(c2)CCC3)SC1=S	0.2	·	·	7	-2	·	-0.7	-17	·	·
CCCc1nc2ccc(NC(=O)c3ccco3)cc2c(=O)n1Cc1ccccc1Cl	-2.7	-3	2	15	1	-5	14	5	4	1.5
O=C(Nc1ccccc1)N1Cc2ccccc2-n2nncc2C1	3.1	·	-11	4	2	·	-1.4	0	·	·
COc1ccc(C(C(=O)NC2CCCC2)N(C(=O)Cc2cccs2)C2CC2)cc1OC (configuration not stated)	-1.3	-5	0	-4	2	7	-0.2	8	-3	-5.0
CC(=O)c1sc2nc(C)cc(C)c2c1N	1.2	-1	-9	19	22	-10	-1.0	3	-20	-1.6
CCCCNC(=O)c1ccccc1Cl	·	0	-3	-8	-2	-7	3.3	3	48	0.1
COc1cccc(N(C(=O)c2snc(C(N)=O)c2N)C(C(=O)NCC2CCCO2)c2c[nH]c3ccccc23)c1 (configuration not stated)	-2.1	4	10	6	0	-4	3.3	8	-5	1.1
CCOC(=O)CNC(=O)c1cnc(Nc2ccccc2OC)c2ccccc12	0.6	-1	1	11	-1	-2	i	8	1	-0.5
CC(=O)N(Cc1ccccc1)Cc1cn(CCC#N)nc1-c1cccc([N+](=O)[O-])c1	13	2	7	2	5	-1	-0.2	2	2	-2.7
COc1cccc(CNC(=O)c2ccc(CS(=O)(=O)Cc3ccccc3C)o2)c1	2.2	-7	-11	6	1	-14	-0.2	-17	58*	-0.3

Individual results from the list:
For Vc quorum ag, O=C(Nc1ccccc1)N1Cc2ccccc2-n2nncc2C1 reads -1.4
For SSB-PriA inh, CCOC(=O)CNC(=O)c1cnc(Nc2ccccc2OC)c2ccccc12 reads 1
For Rv3671c inh, COc1cccc(N(C(=O)c2snc(C(N)=O)c2N)C(C(=O)NCC2CCCO2)c2c[nH]c3ccccc23)c1 (configuration not stated) reads -4

Next records follow:
SMILES	BioA inh	SARS 3CLpro inh	SSB-PriA inh	GDH-TPI inh	FBA Mtb inh	Rv3671c inh	Vc quorum ag	MazEF act	VHR inh abs	UGM FP inh
COC(=O)C(C)(C)c1cccnc1C#N	0.1	·	-3	0	5	·	-0.4	11	·	·
Cc1ccc(OCC(=O)c2cc(C)n(Cc3cccs3)c2C)c([N+](=O)[O-])n1	29	-1	2	4	8	-8	-1.4	-2	2	0.5
Cc1cc(N2CC(C(=O)NCc3cccs3)CC2=O)ccc1C(C)C (configuration not stated)	1.2	-4	-1	2	-2	3	-5.2	1	6	-1.5
COc1c2ccoc2nc2c(OC)c(OCC(O)C(C)(C)O)ccc12 (configuration not stated)	1.0	0	-12	13	146*	7	·	4	2	-2.5
CCn1c(=O)c([N+](=O)[O-])c(NCc2ccco2)c2ccccc21	-1.3	-3	-4&-11	13	1	-3	i	6	0	-0.1
COc1ccc(C2/C(=C(/O)c3ccccc3)C(=O)C(=O)N2C)c(OC)c1 (configuration not stated)	0.3	-2	·	22	-3	2	-0.4	6	10	-2.5
Cc1ccccc1N1CCN(c2ccc(NC(=O)C3CCCCC3C(=O)O)cc2)CC1 (configuration not stated)	·	0	-7	4	-3	7	-3.4	4	8	2.4
CCn1c(=O)c([N+](=O)[O-])c(NC2CCS(=O)(=O)C2)c2ccccc21 (configuration not stated)	·	2	5	1	1	-8	-0.4	1	6	-1.2
C=C[C@]1(C)C=C2CCC3[C@](C)(CCC[C@@]3(C)C(=O)O)C2CC1 (some centres not stated)	2.2	·	1	-10	-1	-6	-0.3	-6	·	2.7
COc1ccc(-c2cc(C(F)(F)F)n3nc(C(=O)N4CCN(C(=O)c5ccco5)CC4)cc3n2)cc1	0.0	0	-7	19	7	-4	-0.2	-1	25	5.9
CC(C(=O)Nc1ccc(OCc2ccccc2)cc1)N1CCCC1 (configuration not stated)	1.8	0	-15	-1	0	4	-0.2	3	29	2.0
Oc1ccc(N2CCN(C(c3cccnc3)c3nnnn3Cc3ccccc3)CC2)cc1 (configuration not stated)	-2.2	2	9	7	1	-1	-0.5	0	32	-1.5
COC(=O)c1cccc(NC(=O)CCNC(=O)c2ccc([N+](=O)[O-])cc2)c1	-0.6	1	5	6	1	2	i	-1	-7	-0.1

For convenience, four of the compounds above:
SMILES	BioA inh	SARS 3CLpro inh	SSB-PriA inh	GDH-TPI inh	FBA Mtb inh	Rv3671c inh	Vc quorum ag	MazEF act	VHR inh abs	UGM FP inh
COc1ccc(-c2cc(C(F)(F)F)n3nc(C(=O)N4CCN(C(=O)c5ccco5)CC4)cc3n2)cc1	0.0	0	-7	19	7	-4	-0.2	-1	25	5.9
CC(C(=O)Nc1ccc(OCc2ccccc2)cc1)N1CCCC1 (configuration not stated)	1.8	0	-15	-1	0	4	-0.2	3	29	2.0
Oc1ccc(N2CCN(C(c3cccnc3)c3nnnn3Cc3ccccc3)CC2)cc1 (configuration not stated)	-2.2	2	9	7	1	-1	-0.5	0	32	-1.5
COC(=O)c1cccc(NC(=O)CCNC(=O)c2ccc([N+](=O)[O-])cc2)c1	-0.6	1	5	6	1	2	i	-1	-7	-0.1
